Pin1 inhibitor: blocks the human prolyl isomerase Pin1. Pin1 FP peptide displacement, HiFluor488, 10 min. Potency, µM (titrated, usually from 115 µM), for the others: top-dose activity, negative = inhibition, most hits filed as inhibitors. 0.009% of 390,000 active; active = well fitted inhibition curve with a large enough effect in the polarisation, with a control signal flat, not every such curve was filed as active; inconclusive = small, poorly fitted or top-dose-only effect, or effect the other way, or a change in a side signal; inactive = no such curve, though single readings can be large or run the other way; the % refers to the polarisation; note: potency is the fitted concentration of half-maximal effect; % is set by controls: 0 for no effect and ±100 for the full control effect
D2 agonist: activates the human D2 dopamine receptor | P14416 | HEK293 T-REx D2 cells, calcium flux agonist mode | activation, % at 2 µM | 0.53% of 340,000 active | AID 485358;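 active = activation over 3 SD above normal in the single-dose calcium agonist read, cut at about 30% in these data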; note: 0% is about no effect
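Agonism is scored from calcium flux in a force-coupled, inducible HEK293 cell line expressing D2, read kinetically for 180 s after compound addition against dopamine controls.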
rTrxR1 inhibitor: inhibitors of rat thioredoxin reductase 1. O89049. recombinant rTrxR1, NADPH fluorescence consumption, selenite substrate. Potency, µM (series often up to 114 µM), for inactives: at the highest dose activity change, negative = inhibition, hits mostly inhibitors. 1% of 390,000 active. AID 588453; note: potency is the fitted concentration of half-maximal effect; % is set by controls: 0 for no effect and ±100 for the full control effect; nearly all actives have a fitted effect of over 65% in size
Target sequence (O89049 whole entry, looked up): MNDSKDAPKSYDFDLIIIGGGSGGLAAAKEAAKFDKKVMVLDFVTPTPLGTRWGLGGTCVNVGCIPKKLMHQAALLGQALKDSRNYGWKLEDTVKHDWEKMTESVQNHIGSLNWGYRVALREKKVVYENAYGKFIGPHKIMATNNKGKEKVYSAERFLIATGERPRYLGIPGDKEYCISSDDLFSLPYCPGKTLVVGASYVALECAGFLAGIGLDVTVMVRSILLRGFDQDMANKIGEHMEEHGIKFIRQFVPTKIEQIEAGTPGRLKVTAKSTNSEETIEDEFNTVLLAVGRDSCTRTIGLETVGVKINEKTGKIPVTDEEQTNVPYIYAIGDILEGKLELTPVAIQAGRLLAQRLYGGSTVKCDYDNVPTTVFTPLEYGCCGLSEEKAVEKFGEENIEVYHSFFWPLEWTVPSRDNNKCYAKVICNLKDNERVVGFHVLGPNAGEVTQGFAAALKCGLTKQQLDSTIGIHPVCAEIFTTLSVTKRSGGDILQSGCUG
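Rat TrxR1 (90 nM in the dispensed reagent) was pre-reduced with 400 uM NADPH for 5 min at room temperature, then incubated with compound for 15 min. After 400 uM selenite was added, NADPH fluorescence (Ex 340/Em 450 nm) was followed for 8 min.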
TRHR PAM: allosteric enhancers of human TRH receptor. TRHR cells, fluo-8 calcium fluorescence, EC20 TRH enhancement. enhancement, % at 2 µM. 0.66% of 360,000 active. AID 493056. P34981; in the data active = enhancement above about 30%; note: 0% is about no effect
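TRHR-expressing cells loaded with fluo-8 calcium dye were read kinetically (ex 480/em 530) during compound addition, then stimulated with an EC20 of TRH (10 nM final). Enhancement of the Gq-mediated intracellular calcium response was scored.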
mIDH1 inhibitor: blocks human mutant IDH1 R132H enzyme; O75874; IDH1-R132H enzyme, NADPH consumption, diaphorase/resazurin fluorescence; Potency, µM (titrated, usually from 76.6 µM), without a hit: top-dose activity change, negative = inhibition, most hits filed as inhibitors; 0.093% of 390,000 active; AID 602179; note: potency is the fitted concentration of half-maximal effect; % is set by controls: 0 for no effect and ±100 for the full control effect; nearly all actives have a fitted effect of over 65% in size
Target sequence (O75874 whole entry R132H, stated change not applied): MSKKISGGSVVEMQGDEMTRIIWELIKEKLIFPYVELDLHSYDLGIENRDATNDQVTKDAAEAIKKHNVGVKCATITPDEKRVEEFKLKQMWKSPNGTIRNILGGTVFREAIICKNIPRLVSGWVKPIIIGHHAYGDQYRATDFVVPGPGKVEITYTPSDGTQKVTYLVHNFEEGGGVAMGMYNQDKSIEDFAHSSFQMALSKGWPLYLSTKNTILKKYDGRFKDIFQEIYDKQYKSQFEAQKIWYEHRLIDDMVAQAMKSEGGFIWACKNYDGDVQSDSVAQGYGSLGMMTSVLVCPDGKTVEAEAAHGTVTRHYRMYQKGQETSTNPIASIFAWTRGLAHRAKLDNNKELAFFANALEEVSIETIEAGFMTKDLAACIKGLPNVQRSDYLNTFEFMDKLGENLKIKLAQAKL
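IDH1-R132H (0.5 ug/mL) preincubated 30 min with compound, then NADPH (0.016 mM) and alpha-KG (2 mM) added; 80 min at RT, pH 7.5. Remaining NADPH coupled via diaphorase/resazurin to fluorescence (540/590 nm); concentration-response curves normalized to no-enzyme control.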
TRHR ag: TRH receptor (human) agonism; activation, % at 2 µM; TRHR cells, calcium flux fluo-8, FDSS agonist mode; P34981; 0.18% of 360,000 active; in the data active = activation above about 30%; note: 0% is about no effect
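TRHR-expressing cells, plated overnight in medium with 10% serum, were loaded with fluo-8 calcium dye at room temperature. After a 10 s baseline, library compound was pin-added and calcium release was recorded kinetically (ex 480/em 530) as agonist response.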
TrxR1 substrate: substrates of rat thioredoxin reductase 1; 0.01% of 390,000 active; purified TrxR1 substrate turnover, NADPH consumption readout; AID 588456; Potency, µM (series often up to 114 µM), for inactives: at the top dose activity change, negative = substrate turnover; O89049; note: potency is the fitted concentration of half-maximal effect; % is set by controls: 0 for no effect and ±100 for the full control effect; nearly all actives have a fitted effect of over 50% in size
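Rat TrxR1, dispensed at 90 nM, was prereduced with 400 uM NADPH (final) for 5 min at ~22 deg C, then incubated with compound 15 min before 400 uM selenite. A first-read NADPH fluorescence drop versus no-compound background flagged substrates.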
USP1-UAF1 inh: inhibitors of human USP1/UAF1 deubiquitinase; 0.23% of 390,000 active; recombinant USP1/UAF1, Ub-Rhodamine cleavage fluorescence; Potency, µM (series often up to 57.1 µM), for the others: at the highest dose activity change, negative = inhibition, hits mostly inhibitors; note: potency is the fitted concentration of half-maximal effect; % is set by controls: 0 for no effect and ±100 for the full control effect; nearly all actives have a fitted effect of over 60% in size; inactives centre near -12
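USP1/UAF1 complex at 1 nM was preincubated with compound for 15 min at room temperature, then Ub-Rho substrate (150nM final) was added. Fluorescence (480/540 nm) was read kinetically, 6 reads every 60 seconds.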
D2 antagonist: antagonists of human D2 dopamine receptor | P14416 | HEK293 TREx D2 cells, calcium flux, dopamine EC80 | inhibition, % at 10 µM | 2% of 340,000 active | AID 485344; in the data active = inhibition above about 30%; note: 0% is about no effect
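Measurement of antagonist activity uses fluorescent calcium dye in inducible HEK293 T-REx D2 cells: 10 s baseline, compound addition with 180 s read, EC80 dopamine addition with a further 180 s read.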
* = called active by the depositor; ? = inconclusive; / = not tested or not shown; [ ] = another dose, or the depositor's remark. Unless noted, calls come from the whole dose curve; as a rule, active = well fitted inhibition curve with a large enough effect; inconclusive = small, poorly fitted or top-dose-only effect; inactive = no such curve, though single readings can be large or run the other way. Only part of the results is shown; count on the stated rates, not on these rows.

Short forms: A = Pin1 inhibitor; B = D2 agonist; C = rTrxR1 inhibitor; D = TRHR PAM; E = mIDH1 inhibitor; F = TRHR ag; G = TrxR1 substrate; H = USP1-UAF1 inh; I = D2 antagonist
1	O=C1Nc2cc(C(=O)N3CCC4(CC3)OCCO4)ccc2NC1CSCc1cccc(F)c1 (stereo not given)
  A = / | B = 0.3 | C = / | D = -6 | E = / | F = 4.5 | G = / | H = / | I = 7

2	O=C1NC(=O)N(Cc2ccc(F)cc2)C(=O)/C1=C/c1cccs1
  A = ? | B = -0.2 | C = 18µM* | D = 0 | E = 0% | F = 2.1 | G = 14%[57.1 µM] | H = -6% | I = -6

3	CC(C(=O)O)N(C(=O)c1ccccc1)c1ccc(F)c(Cl)c1 (stereo not given)
  A = -9% | B = 1.6 | C = -4%[57.1 µM] | D = -5 | E = -3% | F = 0.4 | G = -6%[57.1 µM] | H = -7% | I = -5

4	CC(=O)c1cn(CCCOc2ccccc2)c2ccccc12
  A = -1% | B = 1.5 | C = 22% | D = -13 | E = 5% | F = -0.2 | G = 0% | H = -24% | I = -10

5	Cc1ccc(CN2CCN(Cc3ccccc3)CC2)cc1
  A = 1% | B = / | C = 11% | D = -2 | E = -5% | F = -0.8 | G = -6% | H = 0% | I = /

6	O=C(Nc1sc2c(c1C(=O)Nc1ccc(Cl)cc1)CCCC2)c1cccs1
  A = 3% | B = -1.4 | C = 20% | D = 1 | E = 4% | F = 1.2 | G = 21% | H = -18% | I = /

7	O=C(NCCN1CCOCC1)c1ccc(Cl)nc1
  A = 8% | B = 1.6 | C = 11% | D = 1 | E = 0% | F = 75* | G = 7% | H = -11% | I = 6

8	Cn1c(O)c(C=NC2CCCCCC2)c(=O)[nH]c1=S
  A = 2% | B = -0.6 | C = 16% | D = 18 | E = 2% | F = -0.9 | G = 2% | H = -24% | I = -2

9	O=c1[nH]c(=O)n(Cc2ccco2)c(O)c1C=NCCCn1ccnc1
  A = 21% | B = 0.3 | C = -20% | D = -1 | E = 17% | F = -0.2 | G = -4% | H = -8% | I = 8

10	O=c1c2ccccc2nc(-c2ccccc2)n1-n1cccc1
  A = -3% | B = 0.0 | C = 11% | D = 3 | E = 1% | F = 0.4 | G = -2% | H = -5% | I = -4

11	Clc1ccc(CN2CCNCC2)cc1
  A = -2% | B = 0.0 | C = 11%[2.29 µM] | D = 1 | E = 2% | F = 0.4 | G = 10%[2.29 µM] | H = -10% | I = -2

12	COc1ccc2nc(/N=C/c3c(O)n(-c4cccc(Cl)c4)c(=O)[nH]c3=O)sc2c1
  A = ? | B = 0.7 | C = ? | D = -8 | E = 6% | F = 1.0 | G = 9% | H = -6% | I = 12

13	CCC(=NCCCN1CCOCC1)c1c(O)n(-c2ccccc2C)c(=O)[nH]c1=O
  A = -2% | B = / | C = -11% | D = 11 | E = 4% | F = 0.1 | G = -5% | H = -23% | I = /

14	O=P(CN1CCN(c2ccccc2)CC1)(N1CCCCC1)N1CCCCC1
  A = 4% | B = 28 | C = 27% | D = 0 | E = 5% | F = -0.2 | G = 5% | H = -15% | I = 37*

15	CCOP(=O)(NC(C)C)Oc1ccc(SC)c(C)c1 (stereo not given)
  A = -4% | B = / | C = 17% | D = / | E = 26% | F = / | G = 5% | H = -18% | I = /

16	Cn1c(O)c(C=NC2CCN(Cc3ccccc3)CC2)c(=O)[nH]c1=O
  A = -1% | B = 3.6 | C = -8% | D = -4 | E = -2% | F = -0.7 | G = 2%[57.1 µM] | H = 11% | I = 6

17	CC12CCC(O)CC1CCC1C2CCC2(C)C(C(=O)CC(O)C(F)(F)F)CCC12 (stereo not given)
  A = -8% | B = / | C = -1%[11.4 µM] | D = / | E = 3% | F = / | G = -4%[11.4 µM] | H = -24% | I = /

18	Cc1ccc(C)c(CN2CCC(n3nnc4cc(F)ccc43)CC2)c1
  A = 5% | B = -0.7 | C = 0% | D = 0 | E = -8% | F = 0.6 | G = 3% | H = 0% | I = -9

19	CC(=O)CC(=O)C1C(=O)N(C)C(=O)N(C)C1=O
  A = 3% | B = 0.2 | C = -3%[57.1 µM] | D = -3 | E = 5% | F = 0.6 | G = 8%[57.1 µM] | H = -3% | I = 5

20	CCOc1ccc2nc(NC(=O)c3cccn(Cc4ccccc4C)c3=O)sc2c1
  A = -3% | B = 0.6 | C = 22%[57.1 µM] | D = 2 | E = -9% | F = 0.1 | G = 4%[57.1 µM] | H = -24% | I = /

21	COC(=O)[C@H](Cc1ccccc1)N(Cc1ccccc1)S(=O)(=O)N(Cc1ccccc1)[C@@H](Cc1ccccc1)C(=O)OC
  A = 0% | B = / | C = 8%[2.29 µM] | D = / | E = 0%[38.3 µM] | F = / | G = -4% | H = -25% | I = /

22	CCN1CCN(Cc2cc(Br)cc(Br)c2O)CC1
  A = -6% | B = -2.1 | C = 1%[57.1 µM] | D = 0 | E = -2% | F = -0.5 | G = 0%[57.1 µM] | H = -5% | I = -19

23	Cn1cc(C(=O)OCC(=O)NC2CCCC2)c2ccccc21
  A = -2% | B = / | C = 10% | D = -10 | E = 6% | F = -0.3 | G = 0% | H = -16% | I = /

24	O=P(Oc1ccccc1)(Oc1ccccc1)N1CCOCC1
  A = -7% | B = / | C = 1%[57.1 µM] | D = / | E = 5% | F = / | G = 10% | H = -14% | I = /

25	CC(=O)Nc1ccc(OC(=O)N2CCCCC2)cc1
  A = 3% | B = 0.5 | C = -14% | D = 0 | E = 4% | F = 0.7 | G = 21% | H = -17% | I = -8

26	Cc1ccccc1-n1c(O)c(/C=C2/C(c3ccccc3)=Nc3ccccc32)c(=O)[nH]c1=O
  A = 35%[activator] | B = / | C = ? | D = 2 | E = 2% | F = -1.6 | G = -11% | H = -8% | I = /

27	CCCCn1c(=O)c(C=Nc2cccnc2Cl)c(O)n(CCCCl)c1=O
  A = ? | B = -0.7 | C = ? | D = 3 | E = 0% | F = 0.6 | G = -13% | H = -10% | I = 15

28	C[N+]1(C)C2CCC1CC(OC(=O)c1c[nH]c3ccccc13)C2 (stereo not given)
  A = 0% | B = 0.5 | C = 14%[57.1 µM] | D = -2 | E = 11% | F = 0.6 | G = 6%[57.1 µM] | H = -13% | I = 15

29	CC1[C@H]2Cc3ccc(O)cc3[C@]1(C)CCN2CCc1ccccc1 (stereo not given in full)
  A = -1% | B = / | C = 23% | D = / | E = -5% | F = / | G = 4% | H = -14% | I = /

Among those listed so far, 8 have sulfur.
Short forms: A = Pin1 inhibitor; B = D2 agonist; C = rTrxR1 inhibitor; D = TRHR PAM; E = mIDH1 inhibitor; F = TRHR ag; G = TrxR1 substrate; H = USP1-UAF1 inh; I = D2 antagonist
1	O=C1Nc2cc(C(=O)N3CCC4(CC3)OCCO4)ccc2NC1CSCc1cccc(F)c1 (stereo not given)
  A = / | B = 0.3 | C = / | D = -6 | E = / | F = 4.5 | G = / | H = / | I = 7

2	O=C1NC(=O)N(Cc2ccc(F)cc2)C(=O)/C1=C/c1cccs1
  A = ? | B = -0.2 | C = 18µM* | D = 0 | E = 0% | F = 2.1 | G = 14%[57.1 µM] | H = -6% | I = -6

6	O=C(Nc1sc2c(c1C(=O)Nc1ccc(Cl)cc1)CCCC2)c1cccs1
  A = 3% | B = -1.4 | C = 20% | D = 1 | E = 4% | F = 1.2 | G = 21% | H = -18% | I = /

8	Cn1c(O)c(C=NC2CCCCCC2)c(=O)[nH]c1=S
  A = 2% | B = -0.6 | C = 16% | D = 18 | E = 2% | F = -0.9 | G = 2% | H = -24% | I = -2

12	COc1ccc2nc(/N=C/c3c(O)n(-c4cccc(Cl)c4)c(=O)[nH]c3=O)sc2c1
  A = ? | B = 0.7 | C = ? | D = -8 | E = 6% | F = 1.0 | G = 9% | H = -6% | I = 12

15	CCOP(=O)(NC(C)C)Oc1ccc(SC)c(C)c1 (stereo not given)
  A = -4% | B = / | C = 17% | D = / | E = 26% | F = / | G = 5% | H = -18% | I = /

20	CCOc1ccc2nc(NC(=O)c3cccn(Cc4ccccc4C)c3=O)sc2c1
  A = -3% | B = 0.6 | C = 22%[57.1 µM] | D = 2 | E = -9% | F = 0.1 | G = 4%[57.1 µM] | H = -24% | I = /

21	COC(=O)[C@H](Cc1ccccc1)N(Cc1ccccc1)S(=O)(=O)N(Cc1ccccc1)[C@@H](Cc1ccccc1)C(=O)OC
  A = 0% | B = / | C = 8%[2.29 µM] | D = / | E = 0%[38.3 µM] | F = / | G = -4% | H = -25% | I = /

Source: PubChem
